Screening data from PubChem.
ARNT TACC3 PPI – disrupts binding between human ARNT and TACC3; Q9Y6A5; AlphaScreen His-ARNT PAS-B/GST-TACC3 binding, luminescence; TACC3 fragment carries E629A point mutation; inhibition, % at 9.99 µM; 390,000 compounds, 0.66% hits; AID 623870;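 active = mean inhibition of replicates at least 50% and at least half of replicates each reaching 50%; inconclusive = half or more replicates reach 50% but mean below 50%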;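 note: 0% = complete ARNT plus TACC3 wells and 100% = ARNT alone without TACC3; many hits fall short of the cut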
EWS-Fli inh – blocks EWS/Fli oncoprotein-driven transcription. A673 NR0B1-luciferase reporter, viability-normalised. AID 651661. inhibition, % at 12.6 µM. 350,000 compounds, 0.67% hits;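 active = mean inhibition of at least 50% after viability correction, with every replicate also passing that limit; inconclusive = mean reaches 50% but only one of two replicates passes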;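 note: firefly luciferase signal divided by Alamar Blue viability fluorescence both relative to DMSO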
LGR2 inh – inhibitors of bursicon-induced Drosophila LGR2 receptor cAMP signaling; HEK293 LGR2, CRE-luciferase, bursicon-stimulated, 4 h; inhibition, % at 9.99 µM; 380,000 compounds, 0.35% hits; AID 720647;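 active = drop in luminescence signal, shown as inhibition above about 50% in the replicate tests, limit read from the data, passing the limit was not always enough; inconclusive = probably only some replicates passing the limit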;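 note: agonist challenge used bursicon conditioned medium at about half maximal strength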
SIRT5 block – inhibitors of human sirtuin-5 desuccinylase; Q9NXA8; Purified SirT5, succinyl-peptide AMC, trypsin-coupled fluorescence; inhibition, % at 15 µM; 330,000 compounds, 1.1% hits; AID 652115; in the data active = inhibition above about 15%; inconclusive = no clear call, values can overlap the other calls
Target sequence (Q9NXA8 whole entry, looked up): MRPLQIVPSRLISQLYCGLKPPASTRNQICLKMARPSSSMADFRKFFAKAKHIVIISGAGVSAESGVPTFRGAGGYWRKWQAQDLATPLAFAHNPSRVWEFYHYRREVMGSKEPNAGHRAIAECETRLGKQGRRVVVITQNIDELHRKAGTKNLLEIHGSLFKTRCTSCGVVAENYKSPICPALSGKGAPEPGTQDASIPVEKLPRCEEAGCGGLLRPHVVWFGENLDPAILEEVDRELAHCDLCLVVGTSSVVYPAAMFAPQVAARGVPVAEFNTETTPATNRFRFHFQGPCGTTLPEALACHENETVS
CASP6 VEID inh – inhibitors of human caspase-6; purified caspase-6, Z-VEID-R110 cleavage fluorescence; inhibition, % at 12.5 µM; 350,000 compounds, 0.53% hits; AID 686996;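 active = mean inhibition across replicates at least about 35%, with every replicate also reaching that limit, limit read from the data; inconclusive = only one of the two criteria met; inactive = neither criterion met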;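 note: 0% = median of neutral control wells and 100% = no fluorescence left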
Target sequence (P55212 24-179 limits assumed): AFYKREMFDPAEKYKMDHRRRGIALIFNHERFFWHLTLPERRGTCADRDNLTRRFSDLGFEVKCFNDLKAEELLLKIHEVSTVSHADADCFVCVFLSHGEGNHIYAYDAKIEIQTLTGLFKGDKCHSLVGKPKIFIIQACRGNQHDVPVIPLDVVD
Target sequence (P55212 194-293 limits assumed): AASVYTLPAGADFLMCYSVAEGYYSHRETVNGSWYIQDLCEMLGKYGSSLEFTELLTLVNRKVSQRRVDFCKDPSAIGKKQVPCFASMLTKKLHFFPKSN
PAX8 reporter – inhibitors of PAX8 transcriptional activity in RMG-I cells. inhibition, % at 12.6 µM. 360,000 compounds, 1.2% hits. RMG-I TPO-luciferase reporter, SteadyGlo, 24 h. AID 652154;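 active = mean replicate inhibition at least 60% with every replicate also reaching 60%; inconclusive = only one of the two criteria is met; inactive = mean below 60% and not all replicates reaching 60%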;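 note: luciferase light reporting Pax8 driven TPO promoter activity; plate controls were median of neutral control wells for no effect and mitoxantrone controls for full effect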
DENV2 CPE rescue – protects cells from dengue virus 2 cytopathic effect; DENV2-infected cells, cytopathic effect rescue, plate reader; CPE inhibition, % at 9.99 µM; 350,000 compounds, 1.7% hits; in the data active = CPE inhibition above about 20%, passing the limit was not always enough; inconclusive = no clear call, values can overlap the other calls; tested in BHK-21 cells;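 note: 0% = median of neutral control wells and 100% = median of positive control wells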
The depositor's hits bear a star; ? = inconclusive; nt = not tested or not shown; & = joins results of further samples.

Every second line gives: DENV2 CPE rescue	EWS-Fli inh	PAX8 reporter	SIRT5 block	LGR2 inh	CASP6 VEID inh	ARNT TACC3 PPI
- Cc1ccccc1NS(=O)(=O)c1cc(C(=O)Nc2cccnc2)ccc1C
→ -7.4	1.4	27.8	-0.3	9.4	3.7	5.3
- CCN1CCN(S(=O)(=O)CC2(C)C3CCC2(C)C(=O)C3Br)CC1 (stereo not given)
→ -3.2	6.6	7.0	-2.1	-23.0	-6.1	-2.3
- CCOC(=O)C1=C(C#N)C(C(=O)OCC)c2ncccc21 (stereo not given)
→ 3.8	-2.8	-0.6	1.3	-3.5	3.9	nt
- CC(C)C(=O)Nc1ccc2c(c1)C(=O)N(C)[C@H]1CC[C@H](CC(=O)NCc3cccc(F)c3)O[C@H]1CO2
→ 4.4	-2.1	-1.7	nt	-10.4	nt	-4.8
- Cc1ccc(C(=O)Nc2ccc(NC(=O)c3cccs3)cc2)cc1[N+](=O)[O-]
→ 2.2	-17.8	-8.1	0.5	nt	-1.2	-0.8
- Cc1noc(C)c1NC(=O)Nc1cccc2c1O[C@@H](CN(C)C(=O)Nc1c(C)noc1C)[C@@H](C)CN([C@@H](C)CO)C2=O
→ 9.2	-4.1	-7.3	-4.8	-5.9	nt	-1.0
- COc1ccc(NC(=O)N(C)C[C@H]2Oc3ccc(NC(=O)Nc4c(C)noc4C)cc3C(=O)N([C@H](C)CO)C[C@H]2C)cc1
→ -9.1	-1.1	-7.5	nt	15.0&10.7	1.3	-3.0
- CC(C)NC(=O)c1ccc(COc2cc(Cl)ccc2Cl)o1
→ 0.4	-17.4	26.1	0.7	-11.4	0.8	2.6
- O=C(COc1ccc(F)cc1)Nc1nnc(S(=O)(=O)N2CCCC2)s1
→ 4.5	9.7	-4.1	-5.8	31.1	-0.6	3.9
- O=Cc1c(Nc2cccc(C(F)(F)F)c2)nc2ccccn2c1=O
→ 4.8	1.4	39.6	-1.0	18.8	1.2	-6.7
- COc1ccc(C)cc1NC(=O)CO/N=C(\N)CC(=O)NC1CCCCC1
→ ?	-1.8	-4.2	-7.3	9.5	-1.7	-0.1
- Cc1ccc(/C=N/NC(=O)CCCOc2ccc(Cl)cc2Cl)cc1
→ nt	nt	16.0	nt	16.1	nt	-6.6
- C(=N\N(c1ccccc1)c1ccccc1)/c1ccccn1
→ 0.0	5.4	-9.1	-0.5	0.1	0.3	9.4
- COc1ccccc1N(CC(O)COc1ccccc1)S(=O)(=O)c1ccccc1 (stereo not given)
→ nt	nt	-17.3	nt	11.6	nt	-1.4
- C[C@H](CO)N1C[C@H](C)[C@H](CN(C)S(C)(=O)=O)Oc2ccc(NC(=O)CCN3CCOCC3)cc2CC1=O
→ 4.4	-3.4	-1.8	-1.1	-1.5	-2.5	-1.6
- Cc1ccc(C(=O)N/N=C/C2=Cc3ccccc3OC2C)cc1 (stereo not given)
→ -16.4	-77.3	-16.7	4.8	-67.8	3.9	-9.1
- O=C(Nc1cccc(-c2cccc(F)c2)c1)C1CCN(CC2CCOC2)CC1 (stereo not given)
→ -16.7	nt	4.7	-2.7	-6.3	-5.9	-6.0
- COc1cccc(NC(=O)CN(C)C(=O)/C=C/c2ccc(S(=O)(=O)N3CCCCCC3)cc2)c1
→ -2.9	0.0	16.1	nt	11.0	-0.2	nt
- C[C@H]1CN([C@@H](C)CO)C(=O)c2cc(-c3cccc(C(=O)N(C)C)c3)cnc2O[C@@H]1CN(C)C(=O)Cc1ccccn1
→ 2.2	1.8	nt	-6.0	27.4	2.8	-10.4
- CC(C)CC#Cc1cnc2c(c1)C(=O)N([C@@H](C)CO)C[C@H](C)[C@@H](CN(C)Cc1ccccc1C(=O)O)O2
→ ?	-1.9	nt	2.9	-19.1	3.4	0.1

Every second line gives: DENV2 CPE rescue	EWS-Fli inh	PAX8 reporter	SIRT5 block	LGR2 inh	CASP6 VEID inh	ARNT TACC3 PPI
- CN1C(=O)c2cc(NC(=O)C3CC3)ccc2OC[C@@H]2O[C@@H](CC(=O)NCCc3ccncc3)CC[C@@H]21
→ ?	-4.1	-7.6	4.0	-6.8	-1.0	0.5
- C[C@@H]1CCCCO[C@H](CN(C)C(=O)CCCN(C)C)[C@H](C)CN([C@@H](C)CO)C(=O)c2cc(NS(=O)(=O)c3ccc(F)cc3)ccc2O1
→ 0.0	-6.1	-14.3	-3.1	-0.3	-0.1	-10.5
- Cn1cc(CN2CCC(C(=O)N3CCCCC3)CC2)c(-c2ccccc2F)n1
→ 8.5	1.3	10.9	-4.3	nt	-3.8	16.3
- CO[C@H]1CN(C)C(=O)c2cc(NC(=O)NC(C)C)ccc2OC[C@@H](C)N(C(=O)CN(C)C)C[C@H]1C
→ -7.3	3.1	-8.0	-1.9	27.9	-3.3	3.1
- CCCCCOc1ccc(NC(=O)CSc2cccc3cccnc23)cc1
→ -3.5	24.5	-20.0	nt	-12.7	0.3	58.0*
- O=C(Nc1ccc(F)cc1)C1CCN(S(=O)(=O)c2cccc3nonc23)CC1
→ 3.2	-5.0	-10.3	-0.1	24.1	-1.7	-11.6
- Cc1ccnc(NC(=O)c2ccoc2C)c1
→ nt	nt	-64.2	nt	-22.4	nt	-13.9
- Cc1ccc2c(CN(C)Cc3ccccc3)cc(=O)oc2c1C
→ -5.5	-78.8	-32.4	-1.5	-68.4	-1.2	4.5
- Nc1nonc1-n1nnc(C(=O)N/N=C/c2cccc(Cl)c2)c1-c1ccc2c(c1)OCO2
→ -6.6	nt	-13.7	-1.3	12.1	0.5	-2.8
- COc1ccc(NC(=O)Nc2cccc3c2O[C@H](CN(C)S(=O)(=O)c2ccc(Cl)cc2)[C@H](C)CN([C@@H](C)CO)C3=O)cc1
→ -7.7	-12.3	7.1	-0.5	0.2	-1.7	1.4
- Cc1nc(CSc2nnc(N)s2)cs1
→ 5.6	10.4	17.5	1.6	20.0	0.6	21.5
- O=C(O)C1CCCN(S(=O)(=O)c2ccccc2)C1 (stereo not given)
→ nt	-0.2	8.2	-1.8	3.7	-4.8	nt
- C[C@H](CO)N1C[C@H](C)[C@@H](CN(C)CC2CCOCC2)Oc2ncc(C#Cc3ccccc3)cc2C1=O
→ -3.3	-2.8	nt	-4.5	-2.9	-2.3	2.2
- COc1cc(OC)c2c(-c3ccccc3)cc(C3CCCCC3)nc2c1
→ -9.6	11.7	9.5	-3.5	-6.7	-2.4	0.4
- COc1cc(OC)nc(NC(=O)CN2CCN(c3ccc(F)cc3)CC2)n1
→ -4.9	0.6	nt	-0.1	11.8	2.5	-4.8
- CC(=O)c1sc(NCc2ccccc2)nc1C
→ -0.1	-23.9	2.1	0.3	-5.7	-4.9	-18.5
- COc1ccc(/C=N/NS(=O)(=O)c2ccccc2)cc1OC
→ -0.7	1.0	13.0	3.3	-2.9	1.0	-1.4
- CC(C)NC(=O)Nc1ccc2c(c1)CC(=O)N([C@H](C)CO)C[C@H](C)[C@@H](CN(C)C(=O)NC(C)C)O2
→ -8.7	3.0	-12.2	-4.6	-12.8	3.6	-4.6
- CCc1csc(N2[C@H](CO)[C@@H](c3ccc(C4=CCCC4)cc3)[C@@H]2C#N)n1
→ -3.0	-1.4	4.4	3.1	9.8	-2.9	-12.2
- CCOc1cc(C2NC(=O)NC(C)=C2C(=O)NCc2ccccc2)c(Cl)cc1O (stereo not given)
→ 9.1	5.9	nt	-1.2	5.9	0.5	6.2

Every second line gives: DENV2 CPE rescue	EWS-Fli inh	PAX8 reporter	SIRT5 block	LGR2 inh	CASP6 VEID inh	ARNT TACC3 PPI
- CC[C@@H](C)[C@H](NC(=O)Cc1c(C)c2c(cc(C)c3c(C)c(C)oc32)oc1=O)C(=O)O
→ -0.2	8.9	-3.0	0.6	3.7	10.0	-0.3
- COc1cc2c(cc1OC)C(c1cccc([N+](=O)[O-])c1)NC(=O)C2 (stereo not given)
→ -0.5	4.1	2.0	-3.0	-5.9	-1.7	-4.0
- COc1ccc(Cl)cc1NC(=O)Cn1c(C)csc1=O
→ 14.2	-0.1	3.2	2.1	17.9	-2.6	3.2
- Cc1ccc(S(=O)(=O)N[C@H]2CC[C@H](CCNC(=O)C3CCCC3)O[C@@H]2CO)cc1
→ 72.0*	11.0	-14.4	11.4	6.5	-0.4	nt
- CCOc1ccc(OCCNCc2ccc(OC(C)C(=O)N(C)C)c(OCC)c2)cc1 (stereo not given)
→ 1.8	8.5	-0.6	-7.9	-6.0	-3.7	-3.7
- CN(C)CCNC(=O)c1[nH]c(C(F)(F)F)nc1-c1ccccc1
→ 0.4	0.9	10.1	-5.5	-22.8	-5.7	nt
- CCCN(CCC)CCCNC(=S)Nc1ccc2nc(N3CCN(C)CC3)cc(C)c2c1
→ 2.6	9.0	25.0	-0.2	-8.2	-63.5	7.0
- CCCNC(=O)N1C[C@@H]2N[C@H](C1)C2c1ccc(-c2ccccc2C)cc1 (stereo not given in full)
→ 26.7*	1.1	11.5	nt	-5.2	nt	nt
- COc1ccc(NC(=O)CN2C(=O)C(C)SC(C)C2=O)cc1 (stereo not given)
→ 3.7	-5.2	-32.5	-2.0	14.6	5.4	nt
- COc1ccc(-c2nc3ccc(C)cn3c2Cc2cccc(Cl)c2)cc1OC
→ -1.4	-13.9	-79.4	0.7	-9.5	-3.8	nt
- CCOC(=O)c1oc2ccc(S(=O)(=O)n3nc(-c4cc(OC)c(OC)c(OC)c4)cc3N)cc2c1C
→ 1.8	18.8	-6.0	-1.9	35.5	2.4	-4.7
- O=C(CCNC(=O)c1ccc(Cl)cc1)NC1CCCc2ccccc21 (stereo not given)
→ 2.3	-24.6	27.3	-4.8	25.9	-0.8	-2.5
- C[C@H](CO)N1C[C@H](C)[C@@H](CN(C)Cc2ccccc2)OCCCC[C@H](C)Oc2ccc(NC(=O)CCCN(C)C)cc2C1=O
→ -2.1	-4.4	-14.9	9.0	-6.1	-1.7	-6.6
- C[C@H](CO)N1C[C@H](C)[C@H](CN(C)S(=O)(=O)c2ccc(F)cc2)OCCCC[C@H](C)Oc2ccc(NC(=O)C3CCCCC3)cc2C1=O
→ -9.9	4.9	11.0	9.4	7.3	1.8	-1.4
- Cc1noc(C)c1NC(=O)N(C)C[C@@H]1Oc2ncc(C#CC(C)C)cc2C(=O)N([C@H](C)CO)C[C@H]1C
→ 13.0	0.3	nt	-14.8	-1.4	-0.4	-4.6
- COCCNC(=O)C1CCCN(Cc2ccc(Cl)cc2)CC1 (stereo not given)
→ 4.5	-0.9	-1.7	nt	-0.3	-3.4	nt
- CCOc1cccc(-c2c(C(=O)N/N=C/c3sccc3C)nnn2-c2nonc2N)c1
→ ?	-15.1	15.1	1.1	25.1	1.7	3.5
- C[C@@H](NC(=O)C[C@H]1C=C[C@H](NC(=O)Nc2ccc3c(c2)OCO3)[C@H](CO)O1)c1ccccc1
→ 4.4	-6.8	-38.4	-3.6	8.7	0.8	-5.4
- Cc1csc(=O)n1CC(=O)OCc1nnc(-c2ccc(Cl)cc2)o1
→ 4.4	-12.7	0.8	-3.6	-19.9	-1.0	2.3
- Cn1c(N)c(C(=O)COC(=O)CCC2CCCC2)c(=O)n(C)c1=O
→ 2.8	-8.4	-2.4	-2.3	16.1	5.2	9.5

Every second line gives: DENV2 CPE rescue	EWS-Fli inh	PAX8 reporter	SIRT5 block	LGR2 inh	CASP6 VEID inh	ARNT TACC3 PPI
- COc1cccc(CNC(=S)Nc2ccc3c(c2)c(=O)n(C)n3Cc2ccc(F)cc2)c1
→ 7.6	8.0	-6.7	0.1	-38.2	-1.6	nt
- Cc1cccc(-n2cnc(C(=O)NNC(=S)Nc3ccc(Cl)cc3)c2)n1
→ -9.9	1.2	24.2	-3.7	7.7	17.9	66.7*
- COc1ccc(-c2c(-c3ccccc3OC)sc3ccccc23)cc1F
→ ?	7.3	6.4	nt	-16.4	-0.2	nt
- NS(=O)(=O)c1ccc(CCNC(=O)c2cc(-c3ccco3)nc3ccccc23)cc1
→ -1.6	3.4	-11.9	-15.3	-4.8	-0.1	nt
- CCC(c1nc2ccccc2[nH]1)n1c(-c2cnccn2)nc2ccccc21 (stereo not given)
→ ?	4.6	3.2	1.2	-7.4	3.9	nt
- CCc1nnc(NS(=O)(=O)c2ccc(NC(=O)/C=C/c3ccccc3Cl)cc2)s1
→ -1.2	8.7	-4.4	11.5	-20.0	18.9	2.5
